Bioassay records as filed in PubChem.
TMEM16A act – activates or potentiates the mouse TMEM16A chloride channel. B-score at 10 µM. 340,000 compounds, 0.3% hits. HEK293 TMEM16A/YFP-H148Q/I152L, iodide quench fluorescence; stronger effect = lower value. AID 623877;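 active = fluorescence-ratio B-score plate-corrected deviation score at least 3 library SD below zero, with starting fluorescence score within 5 deviations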;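 note: channel opened by trigger with iodide after compound preincubation; score built on the fluorescence ratio of max minus min over baseline; more negative score means more quench and so TMEM16A activation or potentiation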
TRPC4 act – activators of mouse TRPC4 channel; Q9QUQ5; HEK293 TRPC4beta/mu-opioid, Fluo4 calcium fluorescence; stronger effect = higher value; B-score at 10 µM; 310,000 compounds, 0.49% hits; AID 2237;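 active = B-score above 5 SD of library B-scores, and initial fluorescence ratio not above library mean plus 5 SD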;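 note: positive B-score marks a calcium rise read as TRPC4 activation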
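Incubation: 45 min room-temperature Fluo4 loading, 110 s read / System: HEK293 cells stably co-expressing mouse TRPC4beta and mu-opioid receptor / Signal: Fluo4 fluorescence, kinetic / Control set: buffer (low) and maximal DAMGO (high) / Measure: integrated baseline-normalised fluorescence ratio, converted to per-well B score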
KCNK9 block – human KCNK9 channel inhibition; 310,000 compounds, 1.2% hits; Q9NPC2; HEK293 KCNK9, FluxOR thallium flux fluorescence; stronger effect = lower value; B-score at 10 µM; AID 488922;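 active = ratio B-score over 3 SD below the library mean, with starting fluorescence within 5 SD of its mean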;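 note: negative B-score means less thallium flux so channel inhibition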
Target sequence (Q9NPC2 whole entry, looked up): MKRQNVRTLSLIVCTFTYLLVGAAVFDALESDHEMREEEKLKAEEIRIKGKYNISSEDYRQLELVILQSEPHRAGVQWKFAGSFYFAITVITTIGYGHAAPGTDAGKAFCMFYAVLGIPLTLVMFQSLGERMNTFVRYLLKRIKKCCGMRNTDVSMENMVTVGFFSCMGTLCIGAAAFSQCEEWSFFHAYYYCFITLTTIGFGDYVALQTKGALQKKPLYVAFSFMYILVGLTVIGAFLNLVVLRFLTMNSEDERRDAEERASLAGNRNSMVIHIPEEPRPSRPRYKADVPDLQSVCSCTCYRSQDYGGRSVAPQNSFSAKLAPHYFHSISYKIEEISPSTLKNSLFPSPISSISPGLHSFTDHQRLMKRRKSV
KCNK3 block – human KCNK3 channel inhibition, primary screen | O14649 | CHO-KCNK3 thallium flux, FluxOR fluorescence; stronger effect = lower value | B-score at 10 µM | 340,000 compounds, 0.84% hits | AID 602410;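 active = B-score under library mean minus 4 SD, starting fluorescence ratio at most library mean plus 5 SD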;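 note: more negative B-score means stronger inhibition of thallium flux through KCNK3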
Target sequence (O14649 whole entry, looked up): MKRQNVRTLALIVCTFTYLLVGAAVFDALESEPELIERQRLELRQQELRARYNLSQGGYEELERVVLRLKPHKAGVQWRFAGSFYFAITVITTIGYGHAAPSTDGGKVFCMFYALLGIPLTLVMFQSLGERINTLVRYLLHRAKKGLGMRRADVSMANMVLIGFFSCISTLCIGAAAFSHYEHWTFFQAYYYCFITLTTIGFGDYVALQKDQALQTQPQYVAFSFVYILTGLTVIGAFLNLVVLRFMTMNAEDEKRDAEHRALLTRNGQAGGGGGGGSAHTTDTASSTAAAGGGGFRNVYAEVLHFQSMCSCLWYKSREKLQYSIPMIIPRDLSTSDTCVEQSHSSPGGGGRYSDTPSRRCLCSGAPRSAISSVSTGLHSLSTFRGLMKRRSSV
Dyrk1A ADPGlo – Dyrk1A (rat) kinase inhibition; 310,000 compounds, 0.43% hits; Q63470; inhibition, % at 12.5 µM; ADP-Glo luminescence, NFATc1 peptide; in the data active = inhibition above about 50%;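 note: plate controls were vehicle with enzyme for no effect and no enzyme for full effect; many of its hits are not listed in these tables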
hERG rescue – shields human hERG channel from block by proarrhythmic agents; Q12809; CHO-hERG, FluxOR thallium flux, dofetilide IC70 present; activation (rescue from dofetilide block), less the hit threshold, % at 10 µM; 310,000 compounds, 0.51% hits;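 active = activation above the mean of controls blocked by dofetilide plus 5 SD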;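 note: thallium influx through hERG after potassium depolarization seen as dye fluorescence rise; in these data hits start at about 4.7%; inactives centre near -7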
TRPC4 PAM – allosteric potentiators of mouse TRPC4 channel. HEK293 TRPC4beta/mu-opioid, DAMGO EC20, Fluo-4 Ca2+ flux; stronger effect = higher value. 310,000 compounds, 0.42% hits. B-score at 10 µM. Q9QUQ5;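 active = B-score of calcium response area above 5 SD of library B-scores, with initial fluorescence ratio within 5 SD of library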;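 note: B-score of integrated fluorescence ratio over time as area under calcium response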
KCNQ1 block – human KCNQ1 channel inhibition. B-score at 10 µM. P51787. CHO-K1 KCNQ1, FluxOR thallium flux fluorescence; stronger effect = higher value. 310,000 compounds, 1.3% hits. AID 2642;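 active = compounds whose thallium flux B-score, printed positive for inhibition, exceeds three library SD while starting fluorescence stays within three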;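 note: channel opened by potassium depolarization with thallium stimulus after 20 min compound exposure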
KCNQ1 pot – human KCNQ1 channel potentiation or activation; B-score at 10 µM; CHO-K1 KCNQ1, thallium flux FluxOR fluorescence; stronger effect = higher value; AID 2648; 310,000 compounds, 0.35% hits; P51787;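 active = fluorescence ratio B-score, a plate-corrected score, at least three library SD, with initial intensity B-score within 5 SD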
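Medium – assay buffer, equal DMSO in all wells · Material – CHO-K1 cell line with stable KCNQ1 potassium channel expression · Signal – kinetic FluxOR thallium fluorescence, 10-s 1-Hz baseline, 110-s post-stimulus read · Compound – single concentration per compound, DMSO matched to controls · Schedule – 37 °C overnight plating, 90-min dark dye load, 20-min compound pretreatment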
HDAC3 inhib – human HDAC3 inhibition; AID 2718; inhibition, % at 8.3 µM; 320,000 compounds, 0.15% hits; recombinant HDAC3, fluorogenic peptide/trypsin coupled, fluorescence; in the data active = inhibition above about 26%, passing the limit was not always enough; inconclusive = no clear call, values can overlap the other calls
TMEM16A inh – inhibitors of mouse TMEM16A calcium-activated chloride channel. normalized B-score (activity score, 25-100; higher = stronger inhibition) at 10 µM. HEK293 TMEM16A/YFP iodide influx fluorescence, ionomycin. Q8BHY3. 310,000 compounds, 1.2% hits. AID 588511;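 active = ratio plate-corrected score three or more library SD toward inhibition, starting fluorescence score within five deviations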;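 note: score derived from kinetic fluorescence span divided by baseline fluorescence per well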
Starred values were filed as active, the others as inactive; i = inactive; ? = inconclusive; · = not tested or not shown. Only part of the results is shown; count on the stated rates, not on these rows.

Results follow in this order: TMEM16A act	TRPC4 act	KCNK9 block	KCNK3 block	Dyrk1A ADPGlo	hERG rescue	TRPC4 PAM	KCNQ1 block	KCNQ1 pot	HDAC3 inhib	TMEM16A inh
CCc1ccccc1NC(=O)Cn1nc(C)n2cccc2c1=O
    i	i	i	i	-3.9	-6.5	i	i	i	0.0	i
COc1cccc(C(=O)Nc2c(C(N)=O)oc3ccccc23)c1
    i	i	i	i	6.6	-5.6	i	i	i	-2.0	i
Cc1ccccc1OCCn1cc(C(=O)C(=O)N2CCOCC2)c2ccccc21
    i	i	i	i	3.0	-13.3	i	i	i	1.8	i
C=CCC1=C/C(=C\c2c(N)n3nc(CC(=O)N4CCOCC4)sc3nc2=O)C=C(OC)C1=O
    i	i	i	i	-0.2	-8.7	i	i	i	13.6	i
COc1ccc(S(=O)(=O)NC(C)C(=O)NCc2ccc3c(c2)OCO3)cc1OC (stereo not given)
    i	i	i	i	10.2	-5.9	i	i	i	-4.3	i
COc1ccc(-c2cc(C(=O)Nc3cc(C)nn3-c3ccccc3)no2)cc1OC
    i	i	i	i	-8.9	-10.1	i	i	i	-0.2	i
COc1cc2c(cc1OC)-c1cc(Nc3ccccc3)nc(=O)n1CC2
    i	i	i	i	-5.1	-16.5	i	i	i	-1.7	i
CC(=O)c1ccccc1OC(=O)c1ccc(-c2ccccc2)cc1
    i	i	-6.69*	i	-5.9	-3.1	i	i	i	7.0	i
CCOC(=O)c1cnc(-c2ccc(C(F)(F)F)cn2)[nH]c1=O
    i	i	i	i	·	-6.7	i	i	i	10.3	i
NC(=O)CN1C(=O)C(O)(CC(=O)/C=C\C=C\c2ccccc2)c2ccccc21 (stereo not given)
    i	i	i	i	-2.4	-5.5	i	i	i	·	i
Cn1c(CNC(=O)Nc2cccc(Cl)c2)nnc1SCc1ccccc1
    ·	i	i	i	2.7	-7.3	i	i	i	2.9	i
CCC(=O)Nc1cccc(NC(=O)c2cccnc2)c1
    i	i	i	i	1.0	-3.7	i	i	i	-0.9	i
O=C(Nc1ccc(Oc2ccccc2)nc1)C1CCN(Cc2ccccc2)CC1
    i	i	i	i	-5.1	-4.1	i	i	i	-13.4	i
CS(=O)c1ccccc1COC(=O)Nc1ccc(Cl)cc1 (stereo not given)
    i	i	i	i	16.6	-5.3	i	i	i	1.0	i
CCOC(CCNC(=O)CCC(=O)Nc1ccc2nc(N3CCN(C)CC3)cc(C)c2c1)OCC
    ·	i	i	i	-0.4	-9.7	i	i	i	-23.5	i
CC(=O)Nc1ccc(Sc2ncccc2C(=O)Nc2ccc(F)cc2)cn1
    i	i	i	i	-6.2	-1.8	i	i	i	0.4	i
COC(=O)N1N=C(c2ccccc2)CC1(O)C(F)(F)F (stereo not given)
    i	i	i	i	-3.7	-9.4	i	i	i	-0.9	i
COc1cc(NC(=O)C2CC(c3cccc(Br)c3)=NO2)cc(OC)c1OC (stereo not given)
    i	i	i	i	-0.2	-3.3	i	i	i	-4.1	i
CCCCc1nc(NCC2CCCO2)c(C#N)c2c1COC(C)(C)C2 (stereo not given)
    i	i	i	i	-1.2	-5.9	i	i	i	-1.7	i
COC(=O)C(O)(NC(=O)c1ccncc1)C(F)(F)F (stereo not given)
    i	i	i	i	-1.6	-13.3	i	i	i	10.9	i
CCOC(=O)C(=O)Nc1ccc(OC)c(Cl)c1
    i	i	i	i	-0.1	-7.6	i	i	i	1.4	i
CCc1nnc(NC(=O)CN2CCN(C3CCCCC3)CC2)s1
    i	i	i	i	-10.4	-1.0	i	i	i	-0.8	i
CNC(=S)NC1(C)CCS(=O)(=O)C1 (stereo not given)
    i	i	i	i	-5.7	-6.4	i	i	i	-2.2	i
Cc1ccccc1CC1(CO)CCCN(C(=O)c2ccc3ncccc3c2)C1 (stereo not given)
    i	i	i	i	1.1	-7.4	i	i	i	-7.6	i
COc1cc(OC)c(OC)cc1C#N
    i	i	i	i	10.7	-3.9	i	i	i	-3.4	i
CCOC(=O)c1c(NC(=O)CSc2nc3ccc(C)cc3[nH]2)sc2c1CC(C)(C)NC2(C)C
    i	i	i	i	0.1	-12.1	i	i	i	4.3	i
O=C(CCc1nnc(CCCCc2ccccc2)o1)NC(c1cccnc1)C(F)(F)F (stereo not given)
    i	i	i	i	0.5	-19.1	i	i	i	-0.8	i
O=C(COC(=O)C1CC1)NCCNC(=O)COC(=O)C1CC1
    i	i	i	i	-1.0	-13.2	i	i	i	7.7	i
O=C(N/N=C/c1cccs1)c1ccc(NC(=O)c2ccccc2Cl)cc1
    i	i	i	i	5.5	-5.5	i	i	i	4.5	i
O=C(CN1C(=O)c2ccccc2S1(=O)=O)Nc1ccc(S(=O)(=O)N2CCCCC2)cc1
    i	i	i	i	-4.1	-8.6	i	i	i	4.5	i
Cc1cc(=O)n2nc(N3CCCC3C(=O)Nc3ccc(C(C)C)cc3)sc2n1 (stereo not given)
    i	i	i	i	0.7	-8.9	i	i	i	0.4	i
COc1ccc(C2=NS(=O)(=O)N(C)C(C(=O)Nc3ccc(C)cc3)=C2)cc1
    i	i	i	i	1.1	-8.6	i	i	i	7.7	i
COc1ccc(NC(=O)c2oc3ccccc3c2NC(=O)C2CC2)c(OC)c1
    i	i	i	i	6.0	-3.9	i	i	i	-11.6	i
CCOc1cc(C(=O)OC(C)C(=O)Nc2ccc(S(N)(=O)=O)cc2)ccc1OCC(=O)N1CCOCC1 (stereo not given)
    i	i	i	i	-1.2	-1.4	i	i	i	3.4	i
COc1ccc(-n2nc(C(=O)NCC(=O)N3CCCCCC3)c3ccccc3c2=O)cc1OC
    i	i	i	i	2.6	-16.0	i	i	i	-1.0	i
COc1ccccc1N(CC(=O)NCC1CCCO1)C(=O)CNS(=O)(=O)c1ccc(Cl)cc1 (stereo not given)
    i	i	i	i	-0.6	-12.1	i	i	i	-12.4	i
Cc1ccc(-c2noc(CCC(=O)Nc3ccc4c(c3)OCO4)n2)cc1
    i	i	i	i	-1.5	-6.3	i	i	i	8.2	i
O=C(NC1CCCCC1)c1cccnc1Sc1ccccc1
    i	i	i	i	-1.0	-0.2	i	i	i	-0.6	i
O=C(Nc1ccncc1)c1ccc(Cl)c(S(=O)(=O)N2CCc3ccccc32)c1
    i	95*	i	-10.4*	0.3	-28.3	i	10*	i	·	25*
CN(C)c1ccc(/C=C/c2ccc3ccccc3[n+]2C)cc1
    i	i	i	i	4.5	-26.4	i	9*	i	16.7	i
O=C(NNC(=O)c1ccc(SCC2CCCO2)c([N+](=O)[O-])c1)c1ccc(F)cc1 (stereo not given)
    i	i	i	i	-2.9	-10.2	i	i	i	?	i
CCOc1cc(-c2ccc(N)c(OCC)c2)ccc1N
    i	i	i	i	-6.5	-15.2	i	i	i	-3.9	i
O=C1CC(Cc2ccccc2)C(=O)N1CCc1ccc2c(c1)OCO2 (stereo not given)
    i	i	i	i	14.2	-4.7	i	i	i	4.8	i
CCN(CC)S(=O)(=O)c1ccc2[nH]c(=O)cc(C(=O)NCC(c3ccco3)N3CCCC3)c2c1 (stereo not given)
    i	i	i	i	-5.5	-9.4	i	i	i	7.3	i
O=C(Cn1nnc(-c2cccs2)n1)OC1CCCCC1
    ·	i	i	i	-8.2	-12.8	i	i	i	2.9	i
CC1(OC(=O)CCc2ccccc2)C(=O)C=C2C=C(c3ccc(C#N)cc3)N(c3ccccc3)C=C2C1=O (stereo not given)
    i	i	i	i	-5.1	-8.4	i	i	i	2.4	i
CCn1c(SCC(=O)O)nnc1-c1ccccc1OC
    i	i	i	i	12.7	-6.8	i	i	i	1.6	i
CC(C)c1ccc(S(=O)(=O)N2CCN(C(=O)CN3C(=O)NC(C)(c4ccccc4)C3=O)CC2)cc1 (stereo not given)
    i	i	i	i	-0.8	-10.3	i	i	i	5.3	i
CCn1c2ccccc2c2cc(NC(=O)c3ccccc3-c3ccccc3C(=O)O)ccc21
    i	i	i	i	-6.6	-7.2	i	i	i	·	i
O=C(CSc1nc2c(cnn2-c2ccccc2)c(=O)[nH]1)c1ccc(Cl)cc1
    i	i	i	i	-3.2	-4.7	i	i	i	3.1	i
O=C(NCCN1CCNC1=O)C1CCC(=O)N(CCc2ccccc2)C1 (stereo not given)
    i	i	i	i	6.0	-10.7	i	i	i	4.5	i
Cc1cc(NC(=O)CSc2nccn2C)no1
    i	i	i	i	4.2	-8.6	i	i	i	-0.5	i
CCCCCC(=O)N1CCN(S(=O)(=O)c2ccc3c(c2)OCCCO3)CC1
    i	i	i	i	0.9	-13.9	i	i	i	-2.7	i
O=C(CSc1nccn(-c2ccc3c(c2)OCCO3)c1=O)Nc1ccccc1
    i	i	i	i	13.9	-5.2	i	i	i	·	i
Cc1cc(Cl)n2ncc(-c3ccccc3)c2n1
    i	i	i	i	5.7	-7.9	i	i	i	-24.9	i
Cc1cc(N2CCN(C(=O)c3ccco3)CC2)n2nc(C)nc2n1
    i	i	i	i	5.0	-6.5	i	i	i	0.5	i
C=CCNC(=O)C1COc2ccccc2O1 (stereo not given)
    i	i	i	i	-10.0	-5.8	i	i	i	·	i
Cc1cc2oc3cc(NCCC4CCCN4C)ccc3c(=O)c2cc1C (stereo not given)
    i	i	i	i	22.4	-15.7	i	i	i	-130.0	i
Cc1occc1C(=O)Nc1cnn(CCCC(=O)O)c1
    i	i	i	i	-7.7	-6.3	i	i	i	-1.2	i
O=C1Nc2ccccc2C(=O)N2C[C@@H](O)C[C@H]12
    i	i	i	i	-4.5	-7.2	i	i	i	-4.4	i

(further entries)
Results follow in this order: TMEM16A act	TRPC4 act	KCNK9 block	KCNK3 block	Dyrk1A ADPGlo	hERG rescue	TRPC4 PAM	KCNQ1 block	KCNQ1 pot	HDAC3 inhib	TMEM16A inh
N=c1ccn(Cc2ccccc2Cl)cc1
    i	i	i	i	-12.8	-4.4	i	i	i	-5.2	i
COc1ccc(N(CC(=O)NCc2ccccc2Cl)S(=O)(=O)c2c(C)noc2C)cc1
    i	i	i	i	1.9	-7.2	i	i	i	10.3	i
O=C(Nc1ccc(S(=O)(=O)Nc2nccs2)cc1)C1CC(=O)N(c2ccccc2)C1 (stereo not given)
    i	i	i	i	4.5	-4.3	i	i	i	-6.3	i
O=C(c1ccc(Cl)cc1[N+](=O)[O-])N1CCOCC1
    i	i	i	i	-1.7	-9.5	i	i	i	-2.7	i
